bovine MsrA act: bovine MsrA enzyme activators, primary screen, biochemical, absorbance, HTS; Methionine sulfoxide reductase A (Bos taurus); 360,000 tested, 0.3% active; AID 602163, 2012; activation, % at 10.6 µM; purified bovine MsrA, absorbance read-out; in the data active = activation above about 7.5%;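 also: 0% = vehicle and 100% = reference activator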
SKN-1 block: suppressors of acrylamide-induced Pgst-4::GFP reporter in worms, primary screen, SKN-1 inhibitor project, whole organism, uHTS, GFP/RFP fluorescence ratio, strain VP596; C. elegans VP596 Pgst-4::GFP/RFP ratio, 24 h; inhibition, % at 21.8 µM; 360,000 tested, 0.49% active;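 active = interference check ratio from 0.5 to 1.5 plus GFP to RFP signal ratio inhibition reaching or exceeding a fixed threshold, cut at about 30% in these data, passing the limit was not always enough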; also: some compounds called inactive have numbers as strong as hits
CendR NRP1 mod: modulators of CendR peptide binding to NRP-1, primary screen, biochemical, fluorescence polarization, uHTS | FAM-RPARPAR peptide binding to NRP-1 | AID 602438, 2012 | Neuropilin-1 (Homo sapiens), O14786 | inhibition, % at 25 µM | 360,000 tested, 0.85% active;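 active = inhibition or corrected inhibition above about 18%, plus a signal ratio from 0.5 to 1.5, limit read from the data, passing the limit was not always enough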; also: strong numbers were not always called active
Target sequence (O14786 whole entry, looked up): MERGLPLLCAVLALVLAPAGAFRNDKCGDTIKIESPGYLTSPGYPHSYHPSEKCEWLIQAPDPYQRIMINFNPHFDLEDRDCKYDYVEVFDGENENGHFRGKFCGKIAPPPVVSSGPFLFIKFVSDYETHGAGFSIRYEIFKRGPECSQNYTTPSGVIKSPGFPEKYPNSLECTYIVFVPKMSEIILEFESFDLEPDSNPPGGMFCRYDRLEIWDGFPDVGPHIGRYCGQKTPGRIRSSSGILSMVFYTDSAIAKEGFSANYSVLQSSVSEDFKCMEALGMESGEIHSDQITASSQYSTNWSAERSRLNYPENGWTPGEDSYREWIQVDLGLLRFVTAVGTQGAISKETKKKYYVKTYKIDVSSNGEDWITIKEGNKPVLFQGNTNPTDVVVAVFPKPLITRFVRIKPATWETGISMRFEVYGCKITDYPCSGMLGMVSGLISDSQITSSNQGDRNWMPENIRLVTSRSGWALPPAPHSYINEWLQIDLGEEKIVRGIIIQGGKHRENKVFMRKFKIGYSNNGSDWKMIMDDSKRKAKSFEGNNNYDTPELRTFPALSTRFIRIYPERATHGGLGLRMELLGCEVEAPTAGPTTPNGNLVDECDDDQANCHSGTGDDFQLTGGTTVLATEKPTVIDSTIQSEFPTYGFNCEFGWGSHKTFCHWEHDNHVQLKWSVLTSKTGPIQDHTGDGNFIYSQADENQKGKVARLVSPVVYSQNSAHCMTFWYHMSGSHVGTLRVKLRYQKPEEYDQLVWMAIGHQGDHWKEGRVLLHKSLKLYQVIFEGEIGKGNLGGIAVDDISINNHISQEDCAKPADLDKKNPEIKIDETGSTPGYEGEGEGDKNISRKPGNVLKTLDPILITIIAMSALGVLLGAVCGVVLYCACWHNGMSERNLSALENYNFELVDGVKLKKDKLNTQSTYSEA
E coli Lon inh: inhibitors of E. coli Lon protease, primary screen, biochemical, fluorescence polarization; P0A9M0; purified E. coli Lon protease; inhibition, % at 7.94 µM; AID 602123, 2011; 360,000 tested, 0.42% active; in the data active = inhibition above about 13%, passing the limit was not always enough;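 also: 0% = enzyme with probe and DMSO and 100% = no enzyme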
MsrA inh: bovine MsrA enzyme inhibitors, primary screen, biochemical, absorbance, HTS | Methionine sulfoxide reductase A (Bos taurus) | purified bovine MsrA, absorbance read-out | inhibition, % at 15.5 µM | 360,000 tested, 0.75% active; in the data active = inhibition above about 4.5%;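 also: 0% = vehicle wells with enzyme and 100% = reference inhibitor wells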
FAS TE block: FAS thioesterase domain inhibitors, primary screen, biochemical, fluorescence intensity, uHTS | Fatty acid synthase (Homo sapiens), P49327 | recombinant FAS-TE, OMFH fluorogenic substrate, fluorescence endpoint | inhibition, % at 15 µM | 360,000 tested, 0.67% active | AID 602261, 2012;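 active = compounds whose normalised, plate-corrected inhibition of enzyme fluorescence in the single-dose primary screen is 50% or more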;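 also: 0% = DMSO with enzyme and 100% = substrate without enzyme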
MT1-MMP act inh: blockers of MT1-MMP proenzyme processing, primary screen, HT1080 RFP-PRO-GFP cells, GFP/RFP fluorescence | 360,000 tested, 0.061% active | GFP/RFP ratio change, % at 20 µM | GFP/RFP ratio fluorescence, overnight; percent of plate control window, DMSO zero;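 active = GFP/RFP ratio change of at least 30% with cell ATP level not reduced by more than half and red fluorescence within 50% of control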; also: strong numbers were not always called active
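Compound: 20 µM single dose, 1% DMSO / System: HT1080 RFP-PRO-GFP cells / Controls: DMSO and RFP-L50D-GFP cell wells / Read-out basis: GFP/RFP fluorescence ratio / Schedule: overnight compound exposure at 37 °C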
TbMetRS inhib: T. brucei MetRS inhibitors, primary screen, biochemical, luminescence. 360,000 tested, 0.4% active. purified T. brucei MetRS, ATP depletion, Kinase-Glo luminescence. inhibition, % at 11.9 µM. methionyl-tRNA synthetase (Trypanosoma brucei brucei);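 active = inhibition above a per-plate cutoff of the control wells' mean inhibition plus 3 SD, cut at about 5.5% in these data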;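 also: 0% = DMSO wells median and 100% = median of wells with control inhibitor compound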
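Assay system: T. brucei methionyl-tRNA synthetase, purified | Medium: HEPES buffer with MgCl2, KCl, DTT, spermine, BSA, pyrophosphatase | Compound: 11.9 µM single point | Incubation: 15 min enzyme-compound preincubation, 2 h reaction, 10 min detection, 25 °C | Measured by: Kinase-Glo luciferase luminescence reporting remaining unconsumed ATP | Measure: % inhibition normalized to control-well medians | Replication: Singlicate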
PABP1 MLLE inh: inhibitors of PABP1 MLLE–PAM2 peptide binding, primary screen, biochemical, fluorescence polarization, FITC-PAM2, GST-MLLE; 360,000 tested, 0.36% active; Polyadenylate-binding protein 1 (Homo sapiens), P11940; inhibition, % at 20 µM; in the data active = inhibition above about 35%, passing the limit was not always enough;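 also: plate controls were DMSO wells with GST-MLLE for no effect and wells lacking GST-MLLE protein for full effect; some results filed as inactive read as strong as hits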
Starred values were filed as active, the others as inactive; . = not tested or not shown.

The first five records, ahead of the listing:
SMILES | bovine MsrA act | SKN-1 block | CendR NRP1 mod | E coli Lon inh | MsrA inh | FAS TE block | MT1-MMP act inh | TbMetRS inhib | PABP1 MLLE inh
O=C(COC(=O)Cc1ccc(Cl)cc1Cl)NC1CC1 | -1 | 12 | 10 | -9 | -0.4 | -6 | 0 | 0.1 | -22
Cc1cc(C)nc(N2CCC(C(=O)NCCc3ccc(Cl)cc3)CC2)n1 | -5 | 4 | -8 | 6 | 0.7 | -3 | 1 | -0.7 | -3
CSc1ccc(C2NN=C(c3ccccc3)S2)cc1 (stereo not drawn) | -9 | -5 | 0 | 4 | -0.2 | 2 | 6 | -1.1 | 31
Cc1cc(Cl)ccc1Oc1ncnc2oc(-c3ccccc3)cc12 | -10 | -10 | -4 | -7 | -0.6 | 20 | -2 | -1.6 | 9
O=C(COC(=O)c1ccccc1)c1ccc(S(=O)(=O)N2CCCCC2)cc1 | 2 | 6 | -12 | 2 | -0.2 | 22 | 2 | -0.1 | 9

The listing, repeating the preview:
SMILES | bovine MsrA act | SKN-1 block | CendR NRP1 mod | E coli Lon inh | MsrA inh | FAS TE block | MT1-MMP act inh | TbMetRS inhib | PABP1 MLLE inh
O=C(COC(=O)Cc1ccc(Cl)cc1Cl)NC1CC1 | -1 | 12 | 10 | -9 | -0.4 | -6 | 0 | 0.1 | -22
Cc1cc(C)nc(N2CCC(C(=O)NCCc3ccc(Cl)cc3)CC2)n1 | -5 | 4 | -8 | 6 | 0.7 | -3 | 1 | -0.7 | -3
CSc1ccc(C2NN=C(c3ccccc3)S2)cc1 (stereo not drawn) | -9 | -5 | 0 | 4 | -0.2 | 2 | 6 | -1.1 | 31
Cc1cc(Cl)ccc1Oc1ncnc2oc(-c3ccccc3)cc12 | -10 | -10 | -4 | -7 | -0.6 | 20 | -2 | -1.6 | 9
O=C(COC(=O)c1ccccc1)c1ccc(S(=O)(=O)N2CCCCC2)cc1 | 2 | 6 | -12 | 2 | -0.2 | 22 | 2 | -0.1 | 9
COc1ccc2c(c1OC)C(=O)N1C(C(=O)O)Cc3c([nH]c4ccccc34)C21 (stereo not drawn) | -4 | 12 | -8 | 1 | 0.5 | -9 | -8 | -0.2 | 20
CCOC(=O)c1c(C)oc2ccc(OCC(=O)C(C)(C)C)cc12 | -4 | -6 | -17 | 2 | 0.1 | 13 | 1 | 0.6 | -6
O=C(COc1ccc(Br)cc1)Nc1ccc2oc(=O)ccc2c1 | 0 | 2 | 12 | -1 | 1.8 | 0 | 2 | -0.3 | -4
CCn1c(=O)cc(SCC(=O)NCc2ccco2)c2ccccc21 | -2 | 17 | 0 | 9 | 1.9 | -2 | 2 | 0.0 | 2
COCCn1c(SCC(=O)Nc2cc(C)on2)nnc1-c1c[nH]c2ccccc12 | -8 | -4 | -3 | -7 | -0.1 | -11 | -2 | -0.8 | -8

Single records (already shown). Screens in order: bovine MsrA act, SKN-1 block, CendR NRP1 mod, E coli Lon inh, MsrA inh, FAS TE block, MT1-MMP act inh, TbMetRS inhib, PABP1 MLLE inh
Profile of Cc1cc(C)nc(N2CCC(C(=O)NCCc3ccc(Cl)cc3)CC2)n1 → -5, 4, -8, 6, 0.7, -3, 1, -0.7, -3
Profile of CSc1ccc(C2NN=C(c3ccccc3)S2)cc1 (stereo not drawn) → -9, -5, 0, 4, -0.2, 2, 6, -1.1, 31
Profile of CCn1c(=O)cc(SCC(=O)NCc2ccco2)c2ccccc21 → -2, 17, 0, 9, 1.9, -2, 2, 0.0, 2

The list continues.
SMILES | bovine MsrA act | SKN-1 block | CendR NRP1 mod | E coli Lon inh | MsrA inh | FAS TE block | MT1-MMP act inh | TbMetRS inhib | PABP1 MLLE inh
CCC(C)c1ccc(NC(=S)Nc2ccc(OC)cc2)cc1 (stereo not drawn) | -4 | 6 | 5 | 8 | -0.8 | 7 | 11 | 0.6 | 32
CN(C)S(=O)(=O)c1ccc(Cl)c(C(=O)OCC(=O)NNC(=O)c2cccs2)c1 | 0 | -12 | -4 | 0 | -0.2 | -8 | -3 | -0.1 | 2
O=C(Nc1ccnn1C1CCN(Cc2cccc(O)c2)CC1)C1CCCC1 | -4 | 2 | 14 | 3 | -0.1 | -10 | -1 | -0.1 | 14
O=S(=O)(c1ccc2ccccc2c1)N(CC(O)CN1CCOCC1)c1ccccc1 (stereo not drawn) | -8 | 19 | 1 | -7 | -0.2 | 1 | -5 | 0.8 | -3
COc1ccc(C2c3[nH]c4ccccc4c3CCN2Cc2cccn2-c2ncccn2)cc1C (stereo not drawn) | -1 | 5 | -23 | -1 | 2.8 | 6 | -25 | 1.0 | 2
O=C(c1ccco1)N1CCN(C(=O)C2CC(=O)N(c3ccccc3)C2)CC1 (stereo not drawn) | -5 | 2 | 12 | 8 | 1.3 | -5 | -3 | -0.5 | 16
O=C(O)Cc1ccc(NC(=O)c2cccs2)cc1 | 7 | -29 | 12 | 2 | 0.7 | -8 | -2 | -0.3 | 8
O=c1nc(N2CCOCC2)nc(N/N=C/c2ccc3c(c2)OCO3)[nH]1 | -2 | 7 | -6 | -4 | 5.5* | -8 | 0 | 0.0 | -5
CCN(C[C@H]1N[C@@](C)(C(=O)OC)[C@H]2C(=O)N(C)C(=O)[C@@H]12)C(C)=O | -2 | -6 | -14 | -1 | 0.5 | -11 | 0 | 0.4 | 10
COc1ccc(C)cc1NC(=O)c1cc(-c2ccccc2)nc2c1cnn2C(C)C | 5 | 1 | 7 | -2 | 1.1 | 37 | -2 | -0.2 | 7
O=C1CCCN1S(=O)(=O)c1ccccc1 | 3 | -2 | -3 | 0 | -0.2 | 0 | -2 | 0.3 | 11
COc1ccc(S(=O)(=O)NCCOc2ccccc2)cc1F | -5 | 0 | -2 | -5 | 1.0 | 4 | 1 | -0.5 | 0
COCc1cc(C)nc(N2CCN(Cc3ccccc3)CC2)c1C#N | -4 | 6 | 5 | -9 | -0.1 | 3 | -1 | -0.4 | -135
N#Cc1ccc(C(=O)Nc2cccc3ncccc23)c(F)c1 | 0 | -4 | -5 | -8 | 1.5 | -14 | 2 | 0.3 | -2
COCCNC(=O)CN(Cc1ccco1)C(=O)CCC(=O)Nc1nccs1 | 8 | -2 | 0 | -2 | 1.4 | -5 | 5 | -0.4 | 6
Cc1c(NC(=O)C(C)Oc2ccc(Br)cc2)c(=O)n(-c2ccccc2)n1C (stereo not drawn) | -6 | -19 | 1 | -4 | 0.5 | -8 | -4 | -0.5 | 3
COc1ccc(CN2CCC[C@]3(N[C@H](c4ccc(C(F)(F)F)cc4)[C@@H]4C(=O)N(C)C(=O)[C@@H]43)C2=O)cc1 | -2 | 7 | -16 | -3 | 0.5 | -4 | 8 | -0.2 | 4
O=C(CCN1CCN(c2ccccc2)CC1)N/N=C/c1ccccc1O | -2 | -6 | -6 | 7 | -1.1 | -4 | -1 | 0.1 | 9
Cn1cc(CCC(=O)N2CCCC(C(=O)c3cccc4ccccc34)C2)cn1 (stereo not drawn) | -4 | -2 | 0 | 5 | -0.4 | 0 | -3 | -0.7 | 5
CCOC(=O)c1csc(NC(=O)CN2CCOCC2)n1 | -6 | -14 | 10 | 1 | 0.9 | -7 | 1 | -0.5 | -1
Cc1ccc(CNC(=O)Cn2cncn2)cc1 | -5 | -8 | -1 | -6 | -0.8 | -8 | -3 | -0.4 | 8
Cc1ccc(C(=O)NNC(=O)c2ccc(S(=O)(=O)N3CCOCC3)cc2)cc1 | -2 | 4 | -8 | -4 | 1.2 | 0 | -1 | 0.5 | 5
CCN(CC)C(=O)CSc1nnc2sc3ccccc3n12 | -2 | 19 | 20 | -2 | -0.3 | -6 | 1 | -0.2 | -61
CC1CCN(c2c(NCC3CCC(C(=O)N4CCc5ccccc5C4)CC3)c(=O)c2=O)CC1 (stereo not drawn) | 5 | 18 | 1 | 0 | -0.6 | 15 | 4 | -0.6 | -4
CC/C(O)=C1\C(=O)CC(C)(C)CC1=Nc1ccccc1C | -5 | 10 | -10 | -12 | -1.0 | -2 | 2 | -0.1 | 5
CCC(C)NC(=O)CCc1c(C)nc2nc(-c3cc(OC)cc(OC)c3)nn2c1C (stereo not drawn) | -3 | -13 | 5 | 0 | 0.6 | -7 | 3 | -0.5 | -4
N#CC1(NC(=O)CN2C(=O)NC3(CCCCCC3)C2=O)CCCCC1 | -2 | -14 | 11 | 8 | 0.2 | -1 | -1 | -0.3 | 3
O=C1C2C3c4ccccc4C(Br)(c4ccccc43)C2C(=O)N1c1ccccc1O (stereo not drawn) | -1 | 0 | 5 | 0 | 1.0 | -9 | 2 | 0.4 | 7
Cc1nnc(NC(=O)c2c(F)c(F)c(F)c(F)c2F)s1 | 1 | -6 | 13 | 0 | 0.8 | -7 | -1 | -1.2 | 0
CCC(=O)Nc1cccc(NC(=S)NC(=O)c2cccs2)c1 | -5 | -4 | 9 | -7 | -0.5 | -8 | 4 | -0.4 | 20
CC1CCC(NC(=O)c2ccc(NC3=NC4CS(=O)(=O)CC4S3)cc2)CC1 (stereo not drawn) | 0 | 16 | 2 | -4 | -0.3 | -2 | 1 | 0.4 | -97
COc1ccc(-n2c3c(cc(C(=O)NNc4ccccc4)c2=O)C(=O)CC(C)(C)C3)cc1 | -2 | 1 | 4 | -6 | 1.5 | 3 | 2 | 0.0 | 2
O=C(COc1ccc(Cl)cc1)Nc1cccc(S(=O)(=O)NCc2ccco2)c1 | 0 | 15 | 1 | 11 | -1.2 | 13 | 2 | -0.4 | 7
Cc1ccc2nc(-c3ccncc3)cc(C(=O)N3CCOCC3)c2c1 | -3 | 4 | -15 | -8 | . | -5 | -1 | -0.1 | -6
O=C(CN1C(=O)NC2(CCCCC2)C1=O)Oc1ccc2ccc(=O)oc2c1 | -3 | 5 | -2 | 0 | 1.6 | 4 | -2 | -0.3 | 26
COc1ccc(N2CC(C(=O)N3CCN(Cc4ccc5c(c4)OCO5)CC3)CC2=O)cc1 (stereo not drawn) | 2 | 4 | 7 | -2 | 0.0 | -4 | -2 | -0.2 | -4

Bioassay records: PubChem BioAssay, several laboratories
